# Assay outcomes as filed in PubChem BioAssay.
# PHOSPHO1 inh: PubChem AID 1565; recombinant PHOSPHO1, absorbance phosphatase assay; inhibition, % at 13.3 µM; hit rate 1.1% among 290,000; in the data active = inhibition above about 60%
# Target sequence (Q8TCT1 whole entry, looked up): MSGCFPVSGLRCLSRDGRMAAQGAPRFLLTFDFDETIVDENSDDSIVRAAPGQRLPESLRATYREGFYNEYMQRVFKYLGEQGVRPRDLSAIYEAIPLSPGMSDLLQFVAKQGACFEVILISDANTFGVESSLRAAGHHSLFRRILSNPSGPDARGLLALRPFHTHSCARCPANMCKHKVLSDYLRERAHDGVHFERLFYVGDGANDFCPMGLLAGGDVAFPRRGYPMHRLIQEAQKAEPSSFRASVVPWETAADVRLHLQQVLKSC
# GPR7 antagonist: GPR7 receptor antagonists, primary screen, cell-based, fluorescence, single concentration. GPR7-expressing cells, fluorescence antagonist assay. inhibition, % at 4.4 µM. hit rate 1.1% among 290,000; in the data active = inhibition above about 16%, passing the limit was not always enough;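 note: cells stimulated with the agonist NPW; 0% = agonist with vehicle and 100% = vehicle without agonist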
# Target sequence (P48145 whole entry, looked up): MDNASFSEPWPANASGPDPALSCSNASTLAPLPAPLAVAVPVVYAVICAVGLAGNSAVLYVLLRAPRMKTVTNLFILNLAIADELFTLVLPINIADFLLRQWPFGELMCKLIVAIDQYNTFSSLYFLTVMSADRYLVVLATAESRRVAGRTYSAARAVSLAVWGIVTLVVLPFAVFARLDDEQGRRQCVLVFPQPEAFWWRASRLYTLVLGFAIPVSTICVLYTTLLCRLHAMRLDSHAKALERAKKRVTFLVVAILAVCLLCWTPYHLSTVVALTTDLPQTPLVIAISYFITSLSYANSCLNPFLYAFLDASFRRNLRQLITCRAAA
# VIM-2 inh: VIM-2 metallo-beta-lactamase inhibitors, primary screen, biochemical, epi-absorbance readout, Pseudomonas aeruginosa enzyme; purified VIM-2, nitrocefin hydrolysis, epi-absorbance fluorescence; inhibition, % at 5.6 µM; hit rate 0.89% among 290,000;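 active = inhibition above the mean of all tested compounds plus 3 SD, cutoff set per screening run, cut at about 7.5% in these data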;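 note: red hydrolysis product quenches plate fluorescence so inhibitors raise well fluorescence; 0% = enzyme with DMSO and 100% = DMSO without enzyme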
# PfM18AAP inh: PfM18AAP inhibitors, malaria aminopeptidase, primary screen, biochemical, QFRET, recombinant enzyme; H-Glu-NHMec fluorogenic cleavage; inhibition, % at 7.35 µM; hit rate 1.2% among 290,000; AID 1822, 2009;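 active = inhibition above the campaign mean inhibition over all tested compounds plus 3 SD, cut at about 28% in these data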;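 note: 0% = plate median of test compound wells and 100% = 2 mM ZnCl2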
# NALP1 inh: NALP1 inflammasome inhibitors in reconstituted yeast, colorimetric, S. cerevisiae, triplicate retest; S. cerevisiae NALP1/ASC/caspase-1 growth, X-gal OD620, 72 h; inhibition, % at 10 µM; hit rate 0.61% among 280,000; AID 2071, 2009; in the data active = inhibition mostly above about 24%, no sharp cut-off; inactive = mostly below about 32%; note: some compounds called inactive have numbers as strong as hits
# IDE inh: human IDE inhibitors in live cells, primary screen, fluorescence polarization, HEK cells, FAbetaB substrate | Insulin-degrading enzyme (Homo sapiens), P14735 | AID 434962, 2010 | hit rate 0.41% among 320,000 | inhibition, % at 5.59 µM | FAbetaB cleavage;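 active = percent inhibition above the average of all tested compounds plus 3 SD, set per screening campaign, cut at about 16% in these data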;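 note: IDE supplied by intact live HEK cells; FP after avidin binding of uncleaved biotin substrate so inhibition keeps polarization high; 0% = DMSO wells and 100% = 60 µM reference IDE inhibitor Ii1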
# IMP-1 inhibitor: IMP-1 metallo-beta-lactamase inhibitors, primary screen, biochemical, epi-absorbance readout, Pseudomonas aeruginosa enzyme | purified IMP-1, nitrocefin hydrolysis, epi-absorbance fluorescence | inhibition, % at 5.6 µM | hit rate 0.45% among 290,000;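 active = inhibition above the mean plus 3 SD of all compounds in the same screening run, cut at about 4.5% in these data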;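 note: 0% = IMP-1 with DMSO and 100% = DMSO wells lacking enzyme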
#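 System – purified recombinant IMP-1 beta-lactamase · Input – IMP-1 dispensed at 0.2 nM · Timing – 15 min preincubation plus 25 min reaction at 25 °C · Signal – Epi-absorbance fluorescence, 480 nm excitation, 530 nm emission · Measure – percent IMP-1 inhibition derived from blank-referenced optical density · Controls – Enzyme-plus-DMSO low control, enzyme-free DMSO high control · Replication – singlicate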
# IDE cell activ: human IDE activators in live cells, primary screen, fluorescence polarization, HEK cells, FAbeta-B substrate. FAbeta-B cleavage; 0% vehicle, 100% cell-free pure enzyme wells. AID 493087, 2011. hit rate 0.073% among 340,000. activation, % at 5.96 µM. Insulin-degrading enzyme (Homo sapiens), P14735;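 active = activation above the mean of all tested compounds plus 3 SD, set per screening campaign, cut at about 17% in these data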
# p-CIP stab down: p/CIP-EGFP fusion destabilizers, primary screen, fluorescence, F442A cells; Q05BA5; 16 h; decrease of EGFP signal, % at 10 µM; hit rate 0.01% among 290,000; AID 1984, 2009;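 active = EGFP signal decrease of at least 30% at 10 µM or well 3 SD below plate mean, unless failing retest; inactive = the rest, including hits failing retest or dose response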; note: some compounds called inactive have numbers as strong as hits; many of its hits are not listed in these tables
# Numbers without * were called inactive; nt = not tested or not shown.
(1) Cc1ccc(C)c(Nc2nc(-c3cccnc3)cs2)c1
(2) FC(F)(F)c1ccc2c(c1)C1C=CCC1C(c1ccncc1)N2 (stereo unspecified)
(3) Cc1cccc(C)c1NC(=O)c1cccnc1
(4) Cc1[nH]n(-c2ccccc2)c(=O)c1C(=O)Nc1ccccc1
(5) NNC(=O)C1CC1(c1ccccc1)c1ccccc1 (stereo unspecified)
(6) Cc1cccc(N2C(=O)CC(Sc3ccccc3C(=O)O)C2=O)c1 (stereo unspecified)
(7) CCOC(=O)[C@@H]1[C@H]2COc3ccccc3[C@@H]2N2C(=O)N(c3cccc(Cl)c3)C(=O)[C@@]12C
(8) O=C(NC(=S)NCCN1CCOCC1)c1ccccc1

Compound	1	2	3	4	5	6	7	8
p-CIP stab down	20	4	-1	-6	1	-7	4	-8
IDE cell activ	3	-2	7	1	3	-1	2	5
NALP1 inh	7	5	14	-1	37	78*	-6	12
PHOSPHO1 inh	2	28	19	31	1	-11	-2	6
IDE inh	7	nt	3	-3	-4	-1	-2	4
VIM-2 inh	-5.1	-1.8	-1.4	-3.0	0.3	-1.6	0.0	-1.1
PfM18AAP inh	1	18	-2	0	-4	-18	-5	1
IMP-1 inhibitor	-2.5	0.0	-5.3	-1.2	-0.6	-2.1	-0.7	-1.6
GPR7 antagonist	0	-2	-12	-10	4	-10	8	-3

# Full records, quoted from the list. Order of values: p-CIP stab down, IDE cell activ, NALP1 inh, PHOSPHO1 inh, IDE inh, VIM-2 inh, PfM18AAP inh, IMP-1 inhibitor, GPR7 antagonist
# Cc1cccc(C)c1NC(=O)c1cccnc1 is listed as -1, 7, 14, 19, 3, -1.4, -2, -5.3, -12
# Cc1ccc(C)c(Nc2nc(-c3cccnc3)cs2)c1 is listed as 20, 3, 7, 2, 7, -5.1, 1, -2.5, 0
# O=C(NC(=S)NCCN1CCOCC1)c1ccccc1 is listed as -8, 5, 12, 6, 4, -1.1, 1, -1.6, -3
# CCOC(=O)[C@@H]1[C@H]2COc3ccccc3[C@@H]2N2C(=O)N(c3cccc(Cl)c3)C(=O)[C@@]12C is listed as 4, 2, -6, -2, -2, 0.0, -5, -0.7, 8
# NNC(=O)C1CC1(c1ccccc1)c1ccccc1 (stereo unspecified) is listed as 1, 3, 37, 1, -4, 0.3, -4, -0.6, 4

# (listing goes on)
(9) O=C(CC(c1ccccc1)c1cc(Br)ccc1O)N1CCCC1 (stereo unspecified)
(10) Cc1cc(C)cc(C(=O)OCC(=O)NCCNC(=O)COC(=O)c2cc(C)cc(C)c2)c1
(11) Clc1cc(-c2ccc(/C=N/n3cnnc3)o2)ccc1Br
(12) COc1ccc(C(=O)Cn2c(NCCO)nc3ccccc32)cc1OC
(13) O=C(COC(=O)c1ccc(F)cc1F)Nc1ncccn1
(14) c1ccc2c(-c3nn[nH]n3)cccc2c1
(15) CCOc1ccc(NC(=O)c2ccccc2O)cc1
(16) CCOc1ccccc1N1CCN(C(=O)NCc2ccc(Cl)cc2)CC1

Compound	9	10	11	12	13	14	15	16
p-CIP stab down	-12	-12	7	2	-1	2	-3	-9
IDE cell activ	2	-5	-5	0	7	0	-1	1
NALP1 inh	-8	46	18	0	-4	19	6	28
PHOSPHO1 inh	6	15	8	2	25	-7	-1	43
IDE inh	-6	1	2	1	-2	2	0	1
VIM-2 inh	-2.2	-1.9	14*	-1.2	-1.4	-3.6	1.5	0.6
PfM18AAP inh	-3	-3	0	-1	-4	0	2	-12
IMP-1 inhibitor	-3.4	-0.7	-2.1	-2.2	-1.7	-0.8	-2.0	-0.8
GPR7 antagonist	-6	-12	-2	-5	-12	9	-4	5

(17) COCc1ccc(C(=O)N2CCCC(Nc3ccc(C(C)C)cc3)C2)s1 (stereo unspecified)
(18) COc1ccc(OCC(=O)Nc2ccccc2N2CCCCC2)cc1
(19) Cc1ccc(C)c(NC(=O)CSc2nnc(CCNC(=O)OC(C)(C)C)o2)c1
(20) COc1cc(C(=S)N2CCOCC2)ccc1OC(=O)c1ccc([N+](=O)[O-])cc1[N+](=O)[O-]
(21) COCCCNC(=O)/C=C/c1ccc(OCc2c(F)cccc2Cl)cc1
(22) CC(=O)Oc1ccc2c(=O)c(-c3ccccc3)c(C)oc2c1
(23) CCC1(C)Cc2ccccc2-c2nc(NCCCO)n(-c3ccccc3)c(=O)c21 (stereo unspecified)
(24) Cc1ccc(NC(=S)N/N=C/c2c(C)[nH]c3ccccc23)cc1

Compound	17	18	19	20	21	22	23	24
p-CIP stab down	-3	2	-7	-2	1	21	1	-26
IDE cell activ	0	0	5	2	0	3	1	1
NALP1 inh	8	3	-16	0	-2	3	1	-4
PHOSPHO1 inh	16	13	-7	51	2	11	-16	34
IDE inh	-2	-2	7	0	12	5	3	4
VIM-2 inh	-1.8	-3.3	1.6	-0.1	-1.6	-0.8	-2.0	-2.3
PfM18AAP inh	5	4	6	3	-2	0	-22	19
IMP-1 inhibitor	-2.2	-1.6	3.5	-0.3	-2.3	-1.6	-5.8	-2.6
GPR7 antagonist	-18	-13	2	11	-14	1	-13	-3

# Continued (2 carried over from the part before).
(23) CCC1(C)Cc2ccccc2-c2nc(NCCCO)n(-c3ccccc3)c(=O)c21 (stereo unspecified)
(24) Cc1ccc(NC(=S)N/N=C/c2c(C)[nH]c3ccccc23)cc1
(25) O=C(Nc1cc(N2CCOCC2)ncn1)c1ccccc1
(26) CC(C)(C)OC(=O)N[C@@H](Cc1ccccc1)C(=O)NCC1CCC(C(=O)O)CC1 (stereo partly specified)
(27) Cc1oc2c(C)c3oc(=O)c(CCC(=O)N4CCC(C(=O)NCCC(=O)O)(c5ccccc5)CC4)c(C)c3cc2c1C
(28) COc1ccc(NC(=O)NCCCN2CCCCC2C)cc1 (stereo unspecified)
(29) CS(=O)(=O)N(CC(=O)NCCSCc1ccccc1)c1ccccc1Cl
(30) COc1ccc(C2(C(F)(F)F)NC(=O)N(C)C(=O)N2C)cc1 (stereo unspecified)
(31) CN(C)/C=C/c1onc(-c2ccccc2Cl)c1C#N
(32) CC1CCCC(NC(=O)CCn2c(=O)oc3ccccc32)C1C (stereo unspecified)

Compound	23	24	25	26	27	28	29	30	31	32
p-CIP stab down	1	-26	6	0	-4	-4	-4	-2	2	-10
IDE cell activ	1	1	2	-5	3	4	9	4	1	-1
NALP1 inh	1	-4	4	-3	37	34	10	8	-6	6
PHOSPHO1 inh	-16	34	-14	24	22	25	35	14	48	38
IDE inh	3	4	4	3	-6	4	2	-1	-6	5
VIM-2 inh	-2.0	-2.3	0.4	-1.5	-0.5	-4.1	-0.4	0.7	-3.8	-1.5
PfM18AAP inh	-22	19	-5	-3	-5	6	0	9	-15	-3
IMP-1 inhibitor	-5.8	-2.6	-1.4	-2.0	0.2	-3.8	-0.4	-2.7	-2.7	4.3
GPR7 antagonist	-13	-3	6	-8	-5	-17	-16	2	-2	-9

(33) O=C(Nc1cc(Cl)ccc1N1CCOCC1)c1ccc(Br)o1
(34) CC(C)C1OC(c2cccc(NC(=O)c3cccs3)c2)OCC1(C)C (stereo unspecified)
(35) COc1cccc(C2C(C#N)=C(N)Oc3cc(C)oc(=O)c32)c1OC (stereo unspecified)
(36) O=C1/C(=C\c2ccccn2)SC(=S)N1Nc1ncc(C(F)(F)F)cc1Cl
(37) CSc1cccc(NC(=O)NNC(=O)C2CCN(S(=O)(=O)N(C)C)CC2)c1
(38) CN1CCN(CC(O)c2ccccc2)CC1 (stereo unspecified)
(39) c1ccc(C2=NNC(c3ccco3)=Nc3ccccc32)cc1
(40) O=C(Nc1ccc(N2CCOCC2)c(Cl)c1)c1cccc(-n2cnnc2)c1

Compound	33	34	35	36	37	38	39	40
p-CIP stab down	2	0	-4	-1	3	2	-6	2
IDE cell activ	4	1	-8	0	6	nt	7	-1
NALP1 inh	1	-2	1	3	31	8	-6	-2
PHOSPHO1 inh	35	-16	-9	-63	43	36	46	23
IDE inh	2	0	9	3	5	3	-6	0
VIM-2 inh	0.2	-6.3	-0.7	-1.9	-1.4	-7.2	-1.4	-2.2
PfM18AAP inh	2	4	-1	26	-6	5	-1	3
IMP-1 inhibitor	-1.9	-3.5	-2.2	-1.5	0.2	-2.9	-1.2	-4.2
GPR7 antagonist	-20	-8	13	-4	5	-7	-10	-8

(41) Cc1onc(-c2ccccc2)c1C(=O)NC(=S)NNC(=O)c1ccc(O)cc1
(42) CC1CCCCN1CC(O)COCc1ccccc1 (stereo unspecified)
(43) O=S(=O)(c1ccccc1)N1CCC2(CC1)CO2
(44) Nc1cc(N)nc(SCc2ccccc2)n1
(45) CCc1nnc(NC(=O)CC23CC4CC(CC(Br)(C4)C2)C3)s1
(46) CCOC(=O)c1sc(NC(=O)CSc2nc3c(c(-c4ccc(OC)cc4)c2C#N)CCCC3)c(C#N)c1C
(47) Cc1ccc(NC(=O)NCC2CCN(Cc3cccc(Cl)c3)CC2)cc1Cl
(48) CCOC(=O)c1[nH]c2ccc(Br)cc2c1NC(=O)CCN1CCC(C(=O)OCC)CC1

Compound	41	42	43	44	45	46	47	48
p-CIP stab down	-4	-3	-43	-3	-1	1	1	-5
IDE cell activ	7	6	-6	-2	2	1	2	4
NALP1 inh	20	-10	17	0	-2	9	18	34
PHOSPHO1 inh	16	nt	-16	24	23	20	45	-10
IDE inh	-2	nt	1	5	6	0	1	-1
VIM-2 inh	-3.0	2.8	-2.0	-1.4	-4.5	-1.1	-2.5	-2.6
PfM18AAP inh	20	-9	4	-5	-2	-9	3	-3
IMP-1 inhibitor	-6.1	1.1	-1.6	-6.1	-2.4	-3.5	-2.7	-3.7
GPR7 antagonist	-6	19	-4	-2	3	-19	12	3

# Screen by screen, quoted from above.
# Nos. 41–48 in PHOSPHO1 inh read 16, nt, -16, 24, 23, 20, 45, -10
# Nos. 41–48 in IMP-1 inhibitor read -6.1, 1.1, -1.6, -6.1, -2.4, -3.5, -2.7, -3.7
